Source: PubChem (several laboratories)
TNF death inh: TNF-alpha cell death inhibition in Jurkat FADD-/- cells | AID 463075 | Jurkat FADD-/- TNF necroptosis rescue, ATP luminescence, 24 h; 0 = TNF only, 100 = no-TNF cells | 0.068% of 220,000 active | activation (protection from cell death), % at 10 µM;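 active = activation, meaning protection from cell death, of at least 50% relative to plate controls; inactive = activation below 50%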;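 note: necroptosis triggered by 40 ng/mL TNF-alpha added together with compound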
Hck-Nef inh: blocks Nef-activated human Hck kinase; P08631; Recombinant Hck-YEEI plus Nef, Z-Lyte FRET kinase assay; inhibition, % at 20 µM; 0.68% of 220,000 active;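 active = Hck-Nef kinase inhibition above about 50%, limit read from the data; inactive = inhibition below that limit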;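 note: 0% = DMSO with Hck plus Nef and 100% = Hck alone without Nef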
Target sequence (P08631 whole entry, looked up): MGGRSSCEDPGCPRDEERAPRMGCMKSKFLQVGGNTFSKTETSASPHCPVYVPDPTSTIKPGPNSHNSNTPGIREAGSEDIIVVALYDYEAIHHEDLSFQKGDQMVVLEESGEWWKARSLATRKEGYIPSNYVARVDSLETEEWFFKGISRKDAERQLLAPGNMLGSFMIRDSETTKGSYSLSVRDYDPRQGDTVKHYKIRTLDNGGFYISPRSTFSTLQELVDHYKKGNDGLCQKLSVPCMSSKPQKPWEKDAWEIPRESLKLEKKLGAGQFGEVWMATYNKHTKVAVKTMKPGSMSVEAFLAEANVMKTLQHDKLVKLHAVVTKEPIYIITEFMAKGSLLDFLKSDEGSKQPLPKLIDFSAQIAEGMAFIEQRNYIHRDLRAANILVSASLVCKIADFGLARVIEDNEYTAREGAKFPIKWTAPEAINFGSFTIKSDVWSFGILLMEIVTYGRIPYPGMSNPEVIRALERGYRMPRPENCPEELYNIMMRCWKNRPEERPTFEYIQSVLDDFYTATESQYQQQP
PGE2 EP2 inh: inhibitors of human EP2 prostaglandin E2 receptor. P43116. C6 glioma cells expressing human EP2, cAMP TR-FRET; cells stimulated with saturating PGE2. inhibition, % at 25 µM. 0.52% of 260,000 active;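 active = percent inhibition above 40 after rounding to a whole number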;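 note: rat C6 glioma host cells with rolipram phosphodiesterase inhibitor present; the protocol text gives 20 µM as final concentration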
Target sequence (P43116 whole entry, looked up): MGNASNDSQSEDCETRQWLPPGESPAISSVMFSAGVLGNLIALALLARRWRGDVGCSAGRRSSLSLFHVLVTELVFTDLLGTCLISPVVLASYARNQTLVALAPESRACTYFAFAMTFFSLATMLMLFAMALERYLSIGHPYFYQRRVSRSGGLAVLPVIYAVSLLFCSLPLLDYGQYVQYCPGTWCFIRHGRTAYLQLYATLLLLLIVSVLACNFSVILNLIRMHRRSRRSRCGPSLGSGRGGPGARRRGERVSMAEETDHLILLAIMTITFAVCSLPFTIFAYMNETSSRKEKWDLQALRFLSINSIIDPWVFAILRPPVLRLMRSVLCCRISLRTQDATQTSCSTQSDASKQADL
Runt-CBFb FRET: blocks binding of human RUNX1 Runt domain to CBFb. 0.46% of 220,000 active. Cerulean-Runt/Venus-CBFb FRET ratio 530/480, 1 h. inhibition, % at 20 µM. Q01196+Q13951;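 active = inhibition over about 50% at 20 µM in the single-dose screen, limit read from the data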;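 note: 0% = DMSO wells and 100% = excess unlabeled CBFb competitor control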
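Measured by: fluorescence energy transfer, 422 nm excitation, 530/480 nm emission; Assay system: Cerulean-Runt domain; Medium: Tris pH 7.5 buffer with BSA; Measure: loss of energy transfer signal; Controls: 5 µM unlabeled CBFb as full-inhibition high control; Incubation: protein complex preformed 1 h, compound exposure 1 h, room temperature, dark.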
RBBP9 inhibitor: human RBBP9 hydrolase inhibition; O75884; recombinant RBBP9, FP-Rh probe fluorescence polarization; inhibition, % at 7.94 µM; 0.2% of 220,000 active; AID 1515;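 active = inhibition above the campaign mean of all tested compounds plus 3 SD, cut at about 14% in these data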;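 note: plate controls were DMSO wells with RBBP9 for no effect and wells lacking RBBP9 protein for full effect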
Target sequence (O75884 whole entry, looked up): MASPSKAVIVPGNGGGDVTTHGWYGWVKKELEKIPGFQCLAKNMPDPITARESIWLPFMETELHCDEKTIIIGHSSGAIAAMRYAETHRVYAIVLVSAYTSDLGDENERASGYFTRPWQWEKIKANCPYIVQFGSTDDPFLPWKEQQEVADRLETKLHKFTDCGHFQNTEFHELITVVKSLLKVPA
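Controls: DMSO-treated enzyme wells and wells lacking RBBP9 | Material: RBBP9 protein | Technique: Fluorescence polarization | Replication: Single well per compound, no replicates | Buffer or medium: Tris-NaCl-Pluronic buffer, pH 8.0 | Timing: 30 min compound preincubation, 45 min probe labeling, 25 °C | Read-out basis: Percent inhibition from mP, scaled between DMSO and no-protein wells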
Runt-SMMHC FRET: inhibitors of human RUNX1 Runt domain binding to CBFb-SMMHC; Cerulean-Runt/Venus-CBFb-SMMHC FRET ratio 530/480, 1 h; inhibition, % at 20 µM; 0.74% of 220,000 active; AID 1434;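 active = mean inhibition across duplicate retests at 20 µM reaching about 50%, limit read from the data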;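 note: 0% = DMSO wells and 100% = wells with excess untagged CBFb-SMMHC; inhibitors lower the FRET ratio by blocking Runt binding to CBFb-SMMHC; some results filed as inactive read as strong as hits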
EP2 modulator: EP2 receptor (human) modulation; AID 940; induction, % at 25 µM; 0.83% of 260,000 active; EP2-expressing cells, cAMP HTRF FRET, PGE2 co-stimulation; P43116;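 active = compounds whose cAMP rise, as percent of the full-agonist control response, exceeds 60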;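 note: rat C6 glioma line stably carrying human EP2 under a CMV promoter; the protocol text gives 20 µM as final concentration; 100% = response of wells given 1 µM PGE2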
L929 necroptosis: blocks zVAD induced death of L929 cells; L929 zVAD necroptosis rescue, ATP luminescence, 24 h; with zVAD 60 µM; viability rescue, % at 10 µM; 0.38% of 220,000 active; AID 1377;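 active = activation, scaled between plate controls, above about 75%, limit read from the data; inactive = activation under that limit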;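 note: 0% = zVAD with DMSO and 100% = DMSO alone without zVAD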
PERK inh: inhibitors of human PERK kinase; CHO PERK-DD fusion, SEAP luminescence translation reporter; inhibition, % at 5.6 µM; AID 1416; 0.17% of 220,000 active;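 active = inhibition above the mean inhibition of all tested compounds plus 3 SD, set separately per screening campaign, cut at about 2.9% in these data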;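 note: PERK kinase domain activated by AP20187 dimerizer at 100 nM; 0% = DMSO with dimerizer and 100% = rapamycin at 8.4 µM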
Starred values were filed as active, the others as inactive; / = no result given; & = joins results of further samples. A portion of the library. The share of hits here may be higher or lower than overall.

SMILES	TNF death inh	Hck-Nef inh	PGE2 EP2 inh	Runt-CBFb FRET	RBBP9 inhibitor	Runt-SMMHC FRET	EP2 modulator	L929 necroptosis	PERK inh
CCC(=O)c1ccc(OCC(=O)NCCc2ccccn2)cc1	0.6	5	4	0	-11	-2	-3	-1.3	0.0
CCCCOC(=O)C1=C(C)Nc2ncnn2C1c1cc(OC)ccc1OC (stereo not drawn)	-0.5	-1	6	-4	-7	-2	-1	-0.5	-1.6
CC(=O)Nc1cc(C(=O)N2CCOCC2)ccc1S(=O)(=O)c1ccc(C)cc1	0.2	-1	4	0	-8	1	1	1.0	-0.5
O=C(CSc1nc2ccccc2n1S(=O)(=O)c1ccccc1)N1CCCCC1	0.2	0	7	0	3	3	35	0.2	-0.3
Cc1cc(C)n(C(=O)C(C(=O)c2ccccc2)C(C)C)n1 (stereo not drawn)	0.3	9	11	-1	-9	-6	57	0.1	1.0
Cc1cc(C)cc(NC(=O)N2CCCC2C(=O)NCc2ccco2)c1 (stereo not drawn)	-0.2	17	3	-1	-9	-1	-14	-0.6	-0.3
Cc1cc(C)c2cc3c(N)c(C(=O)N4CCc5ccccc5C4)sc3nc2c1	-3.7	3	11&16	2	-1	0	-6&12	0.2	1.2
OC(CN1CCc2ccccc2C1)c1ccccc1 (stereo not drawn)	3.0	-1	3	1	-5	0	-2	1.3	0.2
CN(C)c1ccc(C(=O)Nc2nnc(C3=COCCO3)o2)cc1	0.4	-36	14	1	1	2	-3	0.6	0.8
O=C(Nc1cccc(S(=O)(=O)N2CCCCC2)c1)c1ccc(S(=O)(=O)C(F)F)cc1	-0.6	19	3	1	-13	2	-46	24	1.7
COCCNC(=S)Nc1ccc(Cl)c(Cl)c1	0.2	11	6	1	1	-3	-18	0.0	2.1
CC(C)NC(=O)/C(=C\c1cccc([N+](=O)[O-])c1)NC(=O)c1ccccc1	-1.3	0	4	-1	-3	-5	8	0.3	1.7
CCOc1ccc(S(=O)(=O)n2cnc3cc(C)c(C)cc32)cc1	-1.8	1	12	-1	-11	6	-35	0.4	0.2
Cc1cc(NC(=O)c2cc(C3CC3)on2)no1	-0.2	10	10	1	1	-2	-10	0.2	1.0
Cc1nc2ccc3nc(NC(=O)c4ccco4)sc3c2s1	-2.2	0	6	/	-2	/	/	0.2	-0.3
Cc1cc(NC(=O)Cc2ccccc2)nc2c1c(=O)oc1ccccc12	1.9	3	11	-1	-9	1	8	0.4	0.4
Cc1cc(/C=N/NC(N)=O)c(C)n1-c1ccc(F)cc1	-1.3	-3	8	2	3	-1	17	0.8	0.5
CCOC(=O)c1[nH]cnc1C(=O)Nc1cccc(Cl)c1	-1.5	-18	4	-1	-3	0	-16	3.4	2.1
CCC(=O)N1CCN(c2ccccc2NC(=O)Cc2ccccc2)CC1	-0.7	0	11	0	-2	-6	7	-0.4	0.3
COc1ccc(/C=N/Nc2nc3ccccc3s2)cc1O	59*	17	7	-2	1	-2	-64	79*	1.7
CCc1ccc(CC)c(S(=O)(=O)Nc2ccc(O)c(C(=O)O)c2)c1	0.1	-8	9	1	0	-1	14	-1.1	1.1
O=c1oc2c(CN3CCOCC3)c(O)ccc2c2ccccc12	-1.5	-2	25	/	-4	-14	19	0.0	1.1
Cc1nc2ncnn2c(N2CCN(C(=O)c3cccc(F)c3)CC2)c1C	-2.0	4	12	-1	-9	5	18	0.2	-1.0
COc1ccc(-c2cc(=O)c3ccccc3[nH]2)cc1	0.2	-3	17	-1	-5	-1	-12	3.3	0.4

Brought forward from above: 4 entries, followed by the next part.
SMILES	TNF death inh	Hck-Nef inh	PGE2 EP2 inh	Runt-CBFb FRET	RBBP9 inhibitor	Runt-SMMHC FRET	EP2 modulator	L929 necroptosis	PERK inh
CCc1ccc(CC)c(S(=O)(=O)Nc2ccc(O)c(C(=O)O)c2)c1	0.1	-8	9	1	0	-1	14	-1.1	1.1
O=c1oc2c(CN3CCOCC3)c(O)ccc2c2ccccc12	-1.5	-2	25	/	-4	-14	19	0.0	1.1
Cc1nc2ncnn2c(N2CCN(C(=O)c3cccc(F)c3)CC2)c1C	-2.0	4	12	-1	-9	5	18	0.2	-1.0
COc1ccc(-c2cc(=O)c3ccccc3[nH]2)cc1	0.2	-3	17	-1	-5	-1	-12	3.3	0.4
O=C(Nc1nc(-c2cccnc2)cs1)c1ccccc1Cl	-0.5	26	8	-1	-10	0	4	6.7	0.3
COc1ccc(C(=O)CSc2nnc(CN3CCCCC3)n2-c2ccc(F)cc2)cc1	1.3	6	9	-7	1	-1	-35	0.0	-0.6
CCN(CC)S(=O)(=O)c1ccc(NC(=O)c2ccccc2N(C)S(C)(=O)=O)cc1	1.5	-1	6	0	-7	2	-14	0.5	-1.1
CCCCC1(C)Cc2ccccc2C(=S)N1 (stereo not drawn)	-2.7	0	10	-2	-3	0	26	0.4	0.5
Cc1cc2nc(C)n3c4ccccc4nc3n2n1	-1.3	0	13	0	-2	1	4	4.1	-0.9
Cc1cccc(NC(=O)CSc2nc3ccc(N4C(=O)c5ccccc5C4=O)cc3s2)c1C	-2.1	4	6	-4	5	0	-53	0.5	0.2
O=C(CCn1c(=O)sc2ccccc21)Nc1ccon1	-0.8	14	0	-6	-7	-3	-6	1.0	-0.2
CC1CCCN(CC(=O)Nc2cccc([N+](=O)[O-])c2)C1 (stereo not drawn)	2.1	2	8	1	-3	4	2	3.2	0.3
CSc1cccc(NC(=O)CSc2ccc(C)cc2)c1	0.7	2	17	0	4	1	-16	-0.5	0.5
CN(Cc1ccccc1)C(=O)Nc1ccccc1	0.8	14	7	0	-2	-2	20	0.7	0.3
O=C1/C(=C/c2ccc(O)c(O)c2)Oc2cc(O)ccc21	-2.3	-18	22	-81	/	55*	15	13	/
Cn1c(Oc2ccc(F)cc2)c(C=O)c2ccccc21	-0.6	22	7	1	-11	-3	28	1.5	0.7
COc1ccc2sc(N(CCN(C)C)C(=O)c3cc(Cl)sc3Cl)nc2c1	3.0	-5	9	-1	-7	3	-4	1.8	1.0
Cc1ccc(-c2nc(C=Nc3ccccc3)c(O)o2)cc1	-0.5	-5	4	3	-7	8	0	0.2	0.8
CCOC(=O)C1CCCN(C/C(O)=C(\C#N)c2nc(-c3ccc(Cl)cc3)cs2)C1 (stereo not drawn)	-1.2	-1	19	4	-7	0	-12	0.2	0.9
O=C(NCc1ccco1)C12CN(Cc3ccccc3)CC1C(c1cccc([N+](=O)[O-])c1)=NO2 (stereo not drawn)	-2.4	1	14	-2	-7	0	28	0.5	-1.6
CN(C)C(=S)Nc1ccc2c(c1)OCO2	-1.6	22	4	40	1	22	2	-0.2	1.2
O=C(Cc1c[nH]c2ccccc12)N1CCc2ccccc21	-1.8	2	14	1	-7	0	-4	0.5	0.0
CCOC(=O)c1ccc(CC(=O)c2ccc(O)c(O)c2O)o1	-1.6	5	-1	49	-16	30	-1	-0.3	1.2
O=C(NNc1ccccc1[N+](=O)[O-])Nc1ccc(Cl)c(Cl)c1	7.3	6	12	0	-16	-3	-43	0.6	-0.6
Cc1cc(=O)[nH]c(SCC(=O)Nc2nnc(SCc3ccccc3)s2)n1	-0.4	27	16	-1	0	-4	7	0.4	0.2
CC(C)NS(=O)(=O)c1ccc(OCC(=O)N2CCN(c3ccccc3)CC2)cc1	0.6	12	10&1	0	-2	3	-36&-24	-0.8	-0.3
CCc1nnc(N/N=C/c2ccccc2Cl)n1N	-4.8	-1	20	2	-1	1	24	0.0	0.4
COC(=O)c1cc2occc2n1CC(=O)Nc1ccc(C)cc1C	-1.7	1	5	2	-8	2	-2	-0.1	-0.3
COC(=O)NCCOC(=O)N(O)c1ccc(Br)cc1	1.1	5	13	-1	-9	6	12	-0.1	0.1
COc1ccccc1C(=O)Nc1ccc2c(c1)nc(CCNC(=O)c1ccccc1)n2C	-10	8	9	-1	-7	-1	-57	1.6	0.0
Cc1cccc2sc(NC(=O)CCNS(=O)(=O)c3cccs3)nc12	3.8	0	7	1	-3	0	-25	9.1	-0.9
COc1ccc(NC(=O)c2ccc(CNc3c(N4CCCC4)c(=O)c3=O)cc2)cc1Cl	-2.2	21	5	-6	0	2	8	2.5	0.8
CCOC(=O)C1(CCCc2ccccc2)CCN(C(=O)C2CCCO2)CC1 (stereo not drawn)	1.2	17	5	0	-5	0	22	0.0	-0.4
O=C(Cc1csc(N2CCOCC2)n1)N/N=C/c1ccc(O)c(O)c1O	-2.4	66*	14	46	-2	26	17	2.7	-0.5
COc1ccc2oc(=O)c(C(=O)Nc3ccccc3-c3ccccc3)cc2c1	1.3	-4	6&8	-1	/	-5	30&27	1.9	/
O=C1NC(=S)N/C1=C/c1cccn1-c1ccc([N+](=O)[O-])cc1	-2.9	46	2	19	0	-12	-49	0.1	0.4
CCC(C)C(NC(=O)C1CCC(C)CC1)C(=O)Nc1ccc(OC)cc1OC (stereo not drawn)	0.5	2	10	-1	-8	2	18	0.6	-0.2
CCc1cc2c(N[C@@H](Cc3c[nH]c4ccccc34)C(=O)O)ncnc2s1	1.5	3	6	2	-11	-5	-3	0.6	0.3
O=C(O)c1ccc(-c2ccccc2Cl)o1	0.3	0	10	/	6	/	69*	-0.4	0.6
O=C(NCCCc1ccccc1)c1cccc([N+](=O)[O-])c1	2.7	2	8	1	0	1	-12	0.0	-0.1
CC(=O)N=Cc1c(C)c(C#N)c(=O)n(C)c1O	0.2	23	4	-1	5	1	10	-0.3	0.9
COc1nc2ccccc2nc1CCC(=O)O	-0.6	19	6	/	-5	/	0	6.1	0.6
CC1CN(C(=O)c2scc3c2OCCO3)CC(C)O1 (stereo not drawn)	-0.4	-1	14	1	12	1	8	1.4	1.2
CCCNC(=O)C1CNc2ccccc2O1 (stereo not drawn)	-0.4	0	12	0	11	1	20	0.0	1.1
Cc1c(C(=O)NCc2ccco2)oc2ccc(S(=O)(=O)N3CCC4(CC3)OCCO4)cc12	1.6	-1	12	0	-11	1	3	0.5	-0.5
O=C(N/N=C/c1ccccc1[N+](=O)[O-])c1ccc(COc2ccccc2-c2ccccc2)cc1	0.7	1	8	-2	-11	3	12	1.9	-0.1
O=C1NCCN(Cc2ccc(F)cc2)C1CC(=O)N1CC=C(c2ccccc2)CC1 (stereo not drawn)	-0.5	-5	6	4	-2	-7	15	1.0	-0.1
CCOC(=O)c1cc(CN2CCOCC2)oc1-c1ccccc1	-2.7	0	9	-1	-2	0	-8	-0.1	0.8
O=C(O)[C@H](Cc1ccccc1)NC(=O)N1CCN(c2ccccc2)CC1	1.1	-9	10	2	-5	1	-1	0.4	1.0
CCC(=O)c1cc(F)c(N2CCN(S(=O)(=O)c3ccc(C)cc3)CC2)cc1C	-3.3	-1	13	1	-12	3	-26	0.0	-0.8
